SMN2 splice enh: SMN2 splice variant enhancement; actives 2.8% (n = 210,000); HEK293 SMN2-luciferase splicing reporter, luminescence, 30-36 h; Potency, µM (doses to about 46.1 µM), inactives show top-dose activity change, positive = activation, usual class: activators; note: % of control where 0% means no effect; nearly all actives have a fitted effect of over 55% in size
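qHTS luciferase splicing reporter: luminescence rises when SMN2 exon 7 is included in transfected HEK293 cells. Compound exposure lasted 30-36 h at 37C, with 4.5 mM final sodium butyrate as control, followed by a ONE-Glo read.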
GAA glycogen: alters human alpha-glucosidase cleavage of glycogen; P10253; Potency, µM (titrated, usually from 76.4 µM), inactives show at the top dose activity change, negative = inhibition, actives largely listed as inhibitors; recombinant GAA, glycogen substrate, Amplex Red glucose oxidase fluorescence; actives 0.38% (n = 300,000);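 note: 0% = full enzyme reaction and -100% = no-enzyme basal signal; the screen sought inhibitors and activators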
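Recombinant human alpha-glucosidase (4 nM final) hydrolysed bovine liver glycogen (30 ug) for 40 min at 37 C in pH 5.0 citrate/phosphate with 0.01% Tween-20. Released glucose detected by glucose oxidase/Amplex Red, Ex 573/Em 610 nm. Compounds up to 77 uM; AC50 from Hill fits.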
* hit, by the source's call; ? = inconclusive; & = joins results of further samples; [ ] = another dose, or the depositor's remark. Calls come from the whole dose curve; as a rule, active = well fitted curve in the direction sought with a large enough effect; inconclusive = small, poorly fitted or top-dose-only effect, or another doubt; inactive = no such curve, though single readings can be large; an effect the other way counts as inactive or inconclusive. Potency is the fitted concentration of half-maximal effect. Some of the compounds tested; the hit share may differ from the screen's.

SMILES | SMN2 splice enh | GAA glycogen
Cc1cc(C)c(NC(=O)COc2ccc3c(C)cc(=O)oc3c2)c(C)c1 | -8.7% | -11.8%[76.3 µM]
CCCSc1ncc(Cl)c(C(=O)N2CCN(c3ccc(OC)cc3)CC2)n1 | -32.9%[inhibitor] | -10.1%[76.3 µM]
CN(C)CCNC(=O)c1ccc2c(=O)n3c(nc2c1)CCCCC3 | -7.6% | 12.8%[76.3 µM]
COc1ccccc1/C=C/c1nc(C#N)c(N2CCCCC2)o1 | ? | -1.0%[76.3 µM]
COc1cc(NC(=O)c2nn(C)c3c2CS(=O)(=O)c2ccccc2-3)cc(OC)c1 | -9.6% | -1.4%&10.1%[76.3 µM]
Cc1ccccc1OCC(=O)Nc1ccc(OCc2cc(=O)n3ccsc3n2)cc1 | 0.5% | 13.7%[76.3 µM]
Cc1ccc2nc(/C(C#N)=C/c3ccccc3F)[nH]c2c1 | ? | -6.6%[76.3 µM]
COc1ccc2[nH]cc(S(=O)(=O)c3ccc(C)c(C)c3)c(=O)c2c1 | 1.9% | 2.0%[76.3 µM]
CC(C)OC(=O)c1cccc(NC(=O)Cn2nnc3sc4c(c3c2=O)CCCC4)c1 | -3.9% | -5.6%[76.3 µM]
Cc1nc2ccc(S(=O)(=O)NCC(=O)Nc3ccc(F)cc3F)cc2s1 | 20.2% | -3.0%[76.3 µM]
Cc1ccc(NC(=O)C2CCN(c3cc(C)nc4c(-c5ccc(Cl)cc5)c(C)nn34)CC2)c(C)c1 | -1.7% | -12.1%[76.3 µM]
Cc1cc(C)cc(OCC(=O)NC(Cc2c[nH]c3ccccc23)C(=O)O)c1 (configuration not stated) | -3.7% | 16.4%[76.3 µM]
CCc1ccccc1NS(=O)(=O)c1cc(Br)cc2c1N(C(=O)C1CC1)CC2 | -22.6% | 6.0%[76.3 µM]
COc1ccc(NS(=O)(=O)c2ccc3c(c2)CCN3C(=O)C2CC2)cc1OC | -50.7%[inhibitor] | 16.2%[76.3 µM]
COc1ccc(-c2cc(C(F)(F)F)nc(NCCc3ccccc3)n2)cc1OC | -4.7% | 8.0%[76.3 µM]
CCOC(=O)CC(NC(=O)Cn1nnc(-c2ccc(Cl)cc2)n1)c1ccc(OC)cc1 (configuration not stated) | -4.5% | 4.1%[76.3 µM]
Cc1cccc(-c2nnc(SCC(=O)N3CCCc4ccccc43)o2)c1 | -8.0% | 11.0%[76.3 µM]
COCCCNC(=O)CSc1nc(-c2ccc(OC)c(OC)c2)[nH]c1-c1ccc(F)cc1 | -0.2% | 20.8%[76.3 µM]
Cc1ccc(S(=O)(=O)N2CCOCC2)cc1C(=O)Nc1ccccc1C(=O)O | -14.9% | 10.4%[76.3 µM]
COc1ccc2c(c1)cc1c(=O)n(CC(=O)NCc3ccco3)nc(C)n12 | 1.9% | 1.6%[76.3 µM]

Random excerpt: 4 records from the list, in no set order.
SMILES | SMN2 splice enh | GAA glycogen
COc1ccc(NS(=O)(=O)c2ccc3c(c2)CCN3C(=O)C2CC2)cc1OC | -50.7%[inhibitor] | 16.2%[76.3 µM]
Cc1cccc(-c2nnc(SCC(=O)N3CCCc4ccccc43)o2)c1 | -8.0% | 11.0%[76.3 µM]
COCCCNC(=O)CSc1nc(-c2ccc(OC)c(OC)c2)[nH]c1-c1ccc(F)cc1 | -0.2% | 20.8%[76.3 µM]
CCCSc1ncc(Cl)c(C(=O)N2CCN(c3ccc(OC)cc3)CC2)n1 | -32.9%[inhibitor] | -10.1%[76.3 µM]

Profiles, quoted from the list.
Shown for COc1ccc(NS(=O)(=O)c2ccc3c(c2)CCN3C(=O)C2CC2)cc1OC : SMN2 splice enh: -50.7%[inhibitor]; GAA glycogen: 16.2%[76.3 µM]
Shown for COc1ccc2c(c1)cc1c(=O)n(CC(=O)NCc3ccco3)nc(C)n12 : SMN2 splice enh: 1.9%; GAA glycogen: 1.6%[76.3 µM]

Continuation:
SMILES | SMN2 splice enh | GAA glycogen
Cc1ccc(CNC(=O)CCCn2c(=O)c3ccccc3n(CC(=O)Nc3ccc(C)c(C)c3)c2=O)cc1 | 0.7% | -4.1%[76.3 µM]
Cc1ccc2nc(-c3ccc(Cl)c(NC(=O)COc4ccc([N+](=O)[O-])cc4)c3)oc2c1 | 15.7% | -10.4%[76.3 µM]
CCC(=O)N1CCc2cc(S(=O)(=O)CCC(=O)N3CCN(c4ccc(Cl)cc4)CC3)ccc21 | -18.6% | 12.2%[76.3 µM]
COc1ccc(C(=O)c2cn(CC(=O)Nc3ccc4c(c3)OCO4)c3ccc(OC)cc3c2=O)cc1 | -2.0% | -0.2%[76.3 µM]
CCc1ccc(NC(=O)c2nn(-c3ccc(OC)cc3)c(=O)c3c2c2ccccc2n3C)cc1 | 11.9% | 13.3%[76.3 µM]
Cc1cccc(-c2nc3ccccc3n3c(-c4ccccc4)c4c(=O)n(C)c(=O)n(C)c4c23)c1 | -3.0% | -2.8%[76.3 µM]
O=C(Nc1cc(-c2nc3ccccc3s2)ccc1Cl)c1cc2ccccc2o1 | 3.5% | -1.1%[76.3 µM]
CCOc1ccc(NC(=O)c2nc(S(=O)(=O)Cc3ccccc3F)ncc2Cl)cc1 | 7.7% | 14.4%[76.3 µM]
O=C(NCc1ccco1)c1ccc2c(c1)N(Cc1ccccc1F)C(=O)c1ccccc1S2=O (configuration not stated) | 6.7% | 3.5%[76.3 µM]
Cc1cccc(CNC(=O)CCCN2C(=O)COc3ccc(C)cc32)c1 | -5.0% | 3.9%[76.3 µM]
CCCn1c2ccccc2c2nnc(SCC(=O)Nc3cccc(C(C)=O)c3)nc21 | 1.7% | 15.7%[76.3 µM]
CCC(C)NC(=O)CSc1c2c(nc3cc(Cl)ccc13)CCCC2 (configuration not stated) | 0.1% | -16.2%[76.3 µM]
Cc1ccn2c(Nc3ccc4c(c3)OCCO4)c(-c3ccccc3O)nc2c1 | 5.1% | ?
CCOC(=O)c1ccc(NC(=O)CC2C(=O)N(c3ccc(F)cc3)C(=O)N2Cc2ccc3c(c2)OCO3)cc1 (configuration not stated) | -50.7%[inhibitor] | -23.9%[76.3 µM]
COc1ccc(Cl)cc1NS(=O)(=O)c1c(C)nc2scc(C)n2c1=O | 9.4% | 6.3%[76.3 µM]
Cc1ccc(CNC(=O)CSc2ncc(S(=O)(=O)c3ccc(Br)cc3)c(=O)[nH]2)cc1 | -1.5% | -4.8%[76.3 µM]
Cc1ccn2c(Nc3ccc4c(c3)OCO4)c(-c3ccc(C)o3)nc2c1 | 0.9% | 3.98µM*
Cc1ccc2nc(Cl)c3cc(C(=O)N4CCCCC4)sc3c2c1 | 1.3% | 4.7%[76.3 µM]
CCn1c(=O)c2cc(C(=O)Nc3cc(OC)c(OC)c(OC)c3)sc2c2ccccc21 | 17.8% | 17.6%[76.3 µM]
CCOc1ccc(CNC(=O)CSc2c3c(nc4cc(Cl)ccc24)CCCC3)cc1 | -15.0% | -4.6%[76.3 µM]
CC(=O)c1ccc(S(=O)(=O)N2CCC(Oc3ccc(-n4cnnn4)cc3)CC2)cc1 | 2.9% | -1.0%&13.0%[76.3 µM]
Cc1[nH]c2ccccc2c1C1(O)C(=O)Nc2ccc(Cl)cc21 (configuration not stated) | 3.3% | -19.6%[76.3 µM]
CCCCc1ccc(NC(=O)Cn2nnc3sc4c(c3c2=O)CCC(C)C4)cc1 (configuration not stated) | -4.5% | 10.1%[76.3 µM]
CCC1CCCCN1C(=O)CSc1nc(-c2ccc(OC)cc2)cc(C(F)(F)F)n1 (configuration not stated) | -15.7% | -11.2%[76.3 µM]
COc1cc(-c2nc(Cn3nnc(C(=O)Nc4ccc(C)cc4C)c3C)c(C)o2)cc(OC)c1OC | -7.3% | 15.0%[76.3 µM]
CCC(=O)Nc1ccc(-c2nnc3c4ccccc4c(C)nn23)cc1 | 8.0% | 12.1%[76.3 µM]
CCc1cccc(NC(=O)C(Cc2ccccc2)NS(=O)(=O)c2cccs2)c1 (configuration not stated) | -9.0% | -8.9%[76.3 µM]
Cc1ccc(NC(=O)CCn2nc(-c3ccccc3)c3ccccc3c2=O)c(C)c1 | 3.7% | 8.4%[76.3 µM]
COc1cccc(C2CC(=O)Nc3c2ccc(C)c3C)c1OC (configuration not stated) | -16.2% | 14.3%[76.3 µM]
Cc1ccccc1Nc1nnc(-c2ccc(C)c(S(=O)(=O)N3CCN(C)CC3)c2)c2ccccc12 | 1.6% | -7.2%[76.3 µM]
Cc1nn(-c2ccccc2)c(OC(=O)c2ccc(F)cc2)c1S(=O)(=O)c1ccccc1 | 3.2% | 2.1%[76.3 µM]
COc1cc(C)cc2oc(=O)c(CC(=O)NCc3cccc(Cl)c3)c(C)c12 | 6.4% | -5.7%[76.3 µM]
Cc1ccc(-n2nc3ccc(NC(=O)COc4ccccc4C)cc3n2)cc1 | 21.0% | -0.2%[76.3 µM]
CC(=O)N1CCc2cc(Br)cc(S(=O)(=O)CCC(=O)N3CCN(c4ccccc4)CC3)c21 | -3.8% | -2.6%[76.3 µM]
CCOc1ccccc1CN1C(=O)c2ccccc2C1C(=O)NC1CCCCCC1 (configuration not stated) | -0.4% | -6.0%[76.3 µM]
CCCCCNC(=O)C1CCC(Cn2c(=O)c3sccc3n(CC(=O)NCc3cccc(OC)c3OC)c2=O)CC1 (configuration not stated) | -6.5% | 11.8%[76.3 µM]
CCc1ccc(CNC(=O)c2ccc(NC(=O)N3CC(C)Sc4ccccc43)cc2)cc1 (configuration not stated) | 2.2% | -1.8%[76.3 µM]
CNC(=O)c1c[nH]c2ccc(S(=O)(=O)Nc3cccc(Cl)c3C)cc2c1=O | -6.7% | -1.5%[76.3 µM]
CCOc1ccc(C(=O)c2c(N)c(-c3nc(-c4ccc5c(c4)OCO5)cs3)c3ccccn23)cc1 | 9.3% | -0.7%[76.3 µM]
CCc1ccccc1NC(=O)Cn1c(=O)n(CCCCCC(=O)NCc2ccc(C)cc2)c(=O)c2sccc21 | -0.2% | -4.0%[76.3 µM]
CCc1ccccc1NC(=O)Nc1c(C)n(C)n(-c2ccccc2)c1=O | 0.6% | 2.4%[76.3 µM]
COc1ccc2c(c1)Cc1sc(NC(=O)c3ccc(Cl)cc3)nc1-2 | -5.9% | 11.1%[76.3 µM]
COc1ccc(-c2nc(CSCC(=O)N3CCN(c4ccc(OC)cc4)CC3)c(C)o2)cc1 | -1.0% | -19.9%[76.3 µM]
CCOc1ccc2nc(NC(=O)c3ccccc3)sc2c1 | 1.26µM* | 13.2%[76.3 µM]
CCCOc1ccc(C(=O)Nc2c(C(=O)c3ccc(C)cc3)oc3ccccc23)cc1 | -3.4% | -8.4%[76.3 µM]
CCOc1ccc(-n2c(=O)c3sc4ccccc4c3n(Cc3ccc(F)cc3)c2=O)cc1 | ? | 1.9%[76.3 µM]
CCC(CC)c1nn2cc(-c3ccccc3)nc2s1 | 29.3% | -5.6%[76.3 µM]
CCN(CCCNC(=O)c1cc2cc3cc(OC)ccc3nc2s1)c1cccc(C)c1 | -21.6% | 4.0%[76.3 µM]
CC(=O)N1CCc2cc(S(=O)(=O)NC(CC(C)C)C(=O)NCCc3cccc(C)c3)ccc21 (configuration not stated) | 4.3% | 16.5%[76.3 µM]
CC(C)(C)OC(=O)N1CCc2nc(N3CCN(c4ncccn4)CC3)ncc2C1 | 4.0% | 7.5%[76.3 µM]
COc1ccc(CCNC(=O)c2cc3c(s2)-c2c(C)cccc2OC3)c(OC)c1 | 7.8% | -13.5%[76.3 µM]
CCOC(=O)C1CCN(C(=O)c2nn(-c3ccc(OC)c(Cl)c3)c(=O)c3c2c2ccccc2n3C)CC1 | 5.0% | 9.4%[76.3 µM]
COc1ccc(/C=C(/C#N)c2nc(-c3cc4ccccc4oc3=O)cs2)cc1 | 4.4% | -2.8%[76.3 µM]
Cc1cc(Nc2ccccc2C)c2cccc(C)c2n1 | 11.8% | -0.2%[76.3 µM]
Cc1ccccc1OCCCn1c(-c2ccc(Cl)cc2)nc2ccccc2c1=O | -6.5% | -8.3%[76.3 µM]
CCc1ccccc1NC(c1nnc(-c2cccc(F)c2)o1)c1ccc(F)cc1Cl (configuration not stated) | -3.8% | -7.5%[76.3 µM]
COC(=O)c1ccccc1NC(=O)Cn1ncc2c(C)n(Cc3ccc(F)cc3)c(C)c2c1=O | -23.3% | 10.5%[76.3 µM]
Cc1ccc(CN2CCSc3ccc(C(=O)N4CCN(c5ccccc5)CC4)cc32)cc1 | -15.5% | -7.6%[76.3 µM]
COc1ccc(-c2nc3c(c(SCC(=O)N(C)c4ccccc4)n2)Cc2cc(C)ccc2O3)cc1 | -5.3% | 9.4%[76.3 µM]
COc1ccc(N2CCN(C(=O)C(CC(C)C)NS(=O)(=O)c3ccc4nc(C)sc4c3)CC2)cc1 (configuration not stated) | -9.6% | 10.8%[76.3 µM]
(continued)
SMILES | SMN2 splice enh | GAA glycogen
Cc1ccc(NC(=O)Cn2nnc3sc4c(c3c2=O)CCCC4)c(C)c1 | -6.4% | 21.0%[76.3 µM]
CCN(C(=O)c1cc2c(s1)-c1c(C)cccc1OC2)c1cc(C)ccc1C | -3.9% | 10.7%[76.3 µM]
CS(=O)(=O)c1ncc(Cl)c(C(=O)Nc2c(C(=O)Nc3ccccc3)oc3ccccc23)n1 | 17.5% | -12.5%[76.3 µM]
O=C1CC(c2ccc(Cl)cc2)Sc2nc(-c3ccc(F)cc3)nn21 (configuration not stated) | 5.5% | -9.7%[76.3 µM]
Cc1ccc(C)c(N2CCN(c3nc4ccc(C(=O)c5ccccc5)cc4n4cnnc34)CC2)c1 | ? | 12.6%[76.3 µM]
